GAA glycogen mod = alters human alpha-glucosidase cleavage of glycogen; P10253; recombinant GAA, glycogen substrate, Amplex Red glucose oxidase fluorescence; Potency, µM (titrated, usually from 76.4 µM), for the others: at the highest dose activity change, negative = inhibition, usual class: inhibitors; 300,000 tested, 0.38% active; AID 2100; active = well fitted inhibition curve with a large enough effect; inconclusive = small, poorly fitted or top-dose-only effect, or another doubt; inactive = no such curve, though single readings can be large or run the other way;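 also: 0% = full enzyme reaction and -100% = no-enzyme basal signal; the screen sought inhibitors and activators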
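qHTS, 1536-well; enzyme 4 nM final; cpd up to 77 uM; substrate bovine liver glycogen 30 ug; 50 mM citrate/phosphate pH 5.0, 0.01% Tween-20; 37 C, 40 min; Amplex Red detection 45 min RT; Hill fit → AC50.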
Active calls of the source: *; ? = inconclusive; [ ] = dose if it differs, or a comment. Potency is read from the fitted curve at half-maximal effect. The list is partial (hit frequency here may not be typical).

SMILES	GAA glycogen mod
CC1CC(C)CN(C(=O)CCc2nnc3ccc(N4CCCCC4)nn23)C1 (centres undefined)	-5%[76.3 µM]
COc1cccc(CN(C)C(=O)c2cc(-c3ccc(F)cc3)nc3ccccc23)c1	-3%[76.3 µM]
CC(C)CCNC(=O)CCc1nnc2n(CCCOC(C)C)c(=O)c3ccccc3n12	-2%
Cc1ccc(OCc2cc(C(=O)NC(C)Cc3cccc(C)n3)no2)cn1 (centres undefined)	-6%[76.3 µM]
O=C(N/N=C/c1c[nH]c2ccccc12)c1cccc(Cl)c1	-1%
CC(C)c1ccc(NC(=S)N2CCN(C)CC2)cc1	1%[76.3 µM]
CCn1nc(C)c(CN2CCC(n3nccc3NC(=O)c3ccc4c(c3)OCO4)CC2)c1C	0%[76.3 µM]
c1ccc(-c2cc3ccccc3[nH]2)cc1	12%[76.3 µM]
Cn1ccc(C(=O)N/N=C/c2c[nH]c3ccccc23)n1	11%
Cc1ccc(-c2onc(C)c2C)cc1S(=O)(=O)N1CCOc2ccccc21	-7%[76.3 µM]
O=S(=O)(/C=C/c1ccccc1)N1CCOCC1	-11%[76.3 µM]
CCCc1cc(=O)oc2cc(C)cc(OCC(=O)N3CCC(C(N)=O)CC3)c12	-7%[76.3 µM]
COC(=O)COc1ccc(-c2nccc(-c3ccc(Br)cc3)n2)cc1	-6%
CC1CCCC(C)N1CC(O)Cn1c2ccccc2c2ccccc21 (centres undefined)	-7%[76.3 µM]
C/C(=N\O)c1noc(C)c1C(=O)Nc1nccs1	-4%[76.3 µM]
O=C(NNC(=O)c1ccncc1)Nc1ccccc1	-6%
COc1ccc(C(C)=O)cc1CN(c1ccccc1OC)S(=O)(=O)c1cccs1	10%
COCCOCC(=O)Nc1ccc(S(=O)(=O)Nc2cc(C)nc(C)n2)cc1	0%[76.3 µM]
COc1ccc(S(=O)(=O)N(C)c2ccc(C(=O)NCc3ccncc3)cc2)cc1	4%[76.3 µM]
COC(=O)CC1COc2ccccc2N1S(=O)(=O)c1ccc(OC)cc1 (centres undefined)	-4%
COC(=O)CCC(=O)Nc1ccc(S(=O)(=O)Nc2cc(OC)nc(OC)n2)cc1	-7%
CC(C)CCNC(=O)c1ccc(Cn2c(=S)[nH]c3ccccc3c2=O)cc1	2%
O=C(Nc1ccc(Br)cn1)c1cccc(C(=O)Nc2ccc(Br)cn2)c1	-3%
O=C(Nc1ccc(COc2ccccc2)cc1)Nc1cccc(C(=O)O)c1	1%
COC(=O)N1C(=O)[C@](c2ccc(OC)cc2)(C(C)C)N1C(=O)OC	-11%[76.3 µM]

Gathered by group: the compounds so far containing a halogen
SMILES	GAA glycogen mod
COc1cccc(CN(C)C(=O)c2cc(-c3ccc(F)cc3)nc3ccccc23)c1	-3%[76.3 µM]
O=C(N/N=C/c1c[nH]c2ccccc12)c1cccc(Cl)c1	-1%
COC(=O)COc1ccc(-c2nccc(-c3ccc(Br)cc3)n2)cc1	-6%
O=C(Nc1ccc(Br)cn1)c1cccc(C(=O)Nc2ccc(Br)cn2)c1	-3%

More records
SMILES	GAA glycogen mod
COc1ccccc1C(CCNCc1ccccc1)c1ccc(OC(C)C)cc1 (centres undefined)	0%
COc1ccc(NC(=O)CCN2CCN(c3ccccc3F)CC2)c(OC)c1	-2%[76.3 µM]
Cc1cccc(OCCSc2nc3ccccc3n2CCC(=O)O)c1	5%[76.3 µM]
CCN(CC(=O)NCc1cccs1)C(=O)C(c1ccccc1)c1ccccc1	9%
Fc1ccc(/C=N/Nc2cc(N3CCOCC3)ncn2)cc1	8%[76.3 µM]
Cn1nnc(NC(=S)NC(=O)c2cccc3c(Cl)cccc23)n1	0%[76.3 µM]
COc1ccc(OCc2cc(C(=O)N3CCSCC3)no2)c(Cl)c1	1%[76.3 µM]
CC1CCC(NC(=O)CCC(=O)N2CC(C)Oc3ccccc32)CC1 (centres undefined)	10%[76.3 µM]
O=C(N[C@@H]1CCC(=O)N(CC[C@H](Sc2ccccc2)c2ccccc2)CC1)OCc1ccccc1	8%[76.3 µM]
CCOC(=O)CC1C(=O)NCCN1C(=O)c1cccc(OC)c1 (centres undefined)	5%
Cc1ccccc1NC(=O)Cc1nc(COC(=O)c2cc(Cl)ccc2O)cs1	-3%[76.3 µM]
Cc1nc(N)sc1-c1csc(Nc2ccc(S(N)(=O)=O)cc2)n1	?
Nc1ccc(S(=O)(=O)Nc2nc3ccccc3o2)cc1	-10%[76.3 µM]
CCOC(=O)Cn1cc(Cl)cc(C(=O)Nc2ccccc2)c1=O	-2%
CC(C)Cc1nn2c(=O)cc(COc3ccc(NC(=O)c4ccco4)cc3)nc2s1	-10%[76.3 µM]
O=C(N/N=C/C=N/NC(=O)c1ccco1)c1ccco1	0%[76.3 µM]
Cc1cc(C)cc(OCC(=O)Nc2ccccc2C(=O)N2CCOCC2)c1	-1%[76.3 µM]
COc1ccccc1-n1c(SCC(=O)O)nc2c(sc(=S)n2-c2ccc(C)c(C)c2)c1=O	5%
COc1ccc(/C=C(/NC(=O)c2ccc(Br)cc2)C(=O)N2CCOCC2)cc1	-5%[76.3 µM]
CC(C)CCCN1C(Nc2ccccc2)=NC[C@@H]1CC(C)C	3%[76.3 µM]
O=C(NCc1ccccc1)c1ccc(Cl)c(NC2=NC3CS(=O)(=O)CC3S2)c1 (centres undefined)	-3%[76.3 µM]
COc1cc(C(=O)OCCCOC(=O)c2cc(OC)c(OC)c(OC)c2)cc(OC)c1OC	-8%[76.3 µM]
COc1ccc2nc(SCC(=O)NC3CC3)c(C#N)cc2c1	-6%
COc1cc(OC)cc(C(=O)NC2CCSc3ccccc32)c1 (centres undefined)	-5%[76.3 µM]
CCc1ccc(C(=O)Cc2cc3cccc(OC)c3oc2=O)cc1	-4%
New compounds follow
SMILES	GAA glycogen mod
CCN(CC)S(=O)(=O)c1ccc2c(c1)CC(C(=O)N1CCCC1)N2C(C)=O (centres undefined)	1%
CC1(C)Cc2cccc(Oc3cc(NN4CCCCC4)c([N+](=O)[O-])cc3[N+](=O)[O-])c2O1	6%[76.3 µM]
CC(OC(=O)C1CC(=O)N(Cc2ccccc2)C1)C(=O)Nc1cccc(C#N)c1 (centres undefined)	3%[76.3 µM]
CCOc1ccc(CCNC(=O)Cc2ccc(NC3=NC4CS(=O)(=O)CC4S3)cc2)cc1OCC (centres undefined)	-6%[76.3 µM]
COCc1ccc(CN2CCC(Oc3ccc(C(=O)NCc4ccccn4)cc3)CC2)o1	-7%[76.3 µM]
CCOC(=O)N1CCC(NC(=O)CS(=O)(=O)Cc2nc(-c3ccccc3Cl)oc2C)CC1	-1%[76.3 µM]
COc1ccc(OC)c(-n2c(C)cc(/C=C3\C(=N)N4N=C(CC(=O)N5CCOCC5)SC4=NC3=O)c2C)c1	1%[76.3 µM]
O=C(O)C(Cc1ccc(Cl)cc1)Sc1nc2ccccc2[nH]1 (centres undefined)	-1%
NC(=O)COc1ccc2cc(-c3ccc(F)cc3)c(=O)oc2c1	1%[76.3 µM]
C/C(CC(=O)Nc1ccc(C)c(Cl)c1)=N\NC(=O)c1ccccn1	0%
CCOC(=O)C1=C(C)NC(=S)NC1c1ccc(OCC(=O)N2CCCCCC2)c(OC)c1 (centres undefined)	2%
NS(=O)(=O)c1ccc(CCNc2ccccc2[N+](=O)[O-])cc1	-5%
Cc1ccc(C)c(N2C(=O)CC(Cc3ccc(Cl)cc3)C2=O)c1 (centres undefined)	-3%[76.3 µM]
Cc1cc(NC(=O)CSc2nc(N)c(NC(=O)c3ccccc3F)c(=O)[nH]2)no1	-9%[76.3 µM]
CCOc1ccccc1N(CC(=O)Nc1cc(OC)ccc1OC)S(=O)(=O)c1ccccc1	-2%[76.3 µM]
Cc1c(C(=O)O)[nH]c2c1C(=O)CC(c1ccc(C(C)(C)C)cc1)C2 (centres undefined)	5%
COc1ccc(CCNC(=O)CS(=O)Cc2nc(-c3ccccc3Cl)oc2C)cc1OC (centres undefined)	-2%[76.3 µM]
Cc1cc(C)cc(C(=O)N/N=C/c2ccoc2)c1	-1%[76.3 µM]
Cc1cc(C(=O)Nc2cccc3ccccc23)co1	-2%[76.3 µM]
Cc1c(C(=O)N/N=C/c2cccnc2)nnn1-c1nonc1N	-2%
CC(C)(C)c1csc(NC(=O)CCc2ccccc2)n1	12%[76.3 µM]
COc1ccc(CCNC(=O)CCS(=O)(=O)c2ccc3c(c2)NC(=O)C(C)S3)cc1OC (centres undefined)	-2%[76.3 µM]
CC(C)c1ccc(CN2CCSCC2)cc1	-7%[76.3 µM]
N#C/C(=C\c1ccccc1)C(=O)NC1CC1	7%
COc1ccc(NC(=O)c2cc(-c3ccc(C)cc3O)n[nH]2)c(OC)c1	1%

An excerpt from above in order of the GAA glycogen mod value, smallest number first.
SMILES	GAA glycogen mod
NS(=O)(=O)c1ccc(CCNc2ccccc2[N+](=O)[O-])cc1	-5%
Cc1c(C(=O)N/N=C/c2cccnc2)nnn1-c1nonc1N	-2%
O=C(O)C(Cc1ccc(Cl)cc1)Sc1nc2ccccc2[nH]1 (centres undefined)	-1%
C/C(CC(=O)Nc1ccc(C)c(Cl)c1)=N\NC(=O)c1ccccn1	0%
CCOC(=O)C1=C(C)NC(=S)NC1c1ccc(OCC(=O)N2CCCCCC2)c(OC)c1 (centres undefined)	2%
N#C/C(=C\c1ccccc1)C(=O)NC1CC1	7%

(next part)
SMILES	GAA glycogen mod
COc1ccc(C(O)(C2CCCCC2)C(CN2CCCC2)c2ccccc2)cc1 (centres undefined)	-18%
CC1CCC(NS(=O)(=O)c2cccc3nsnc23)CC1 (centres undefined)	3%
CC(=O)NCCNC(=O)c1ccc2c(c1)S(=O)(=O)c1ccccc1C2=O	7%
NS(=O)(=O)c1ccc2nc(NC(=O)CS(=O)(=O)c3ccccc3)sc2c1	0%[76.3 µM]
O=C(COc1ccccc1Br)NC1CC1	8%[76.3 µM]
CCCCC(OC(=O)c1ccco1)C(=O)NCc1ccc(C)cc1 (centres undefined)	-3%[76.3 µM]
CCCN(CCC)CCNC(=O)c1cn(C)c(=O)c2c1c1ccccc1n2C	0%
O=C(NCc1ccc(Cl)cc1)N1CCN(Cc2ccccc2)CC1	4%[76.3 µM]
COc1ccc(C(C2C(=O)CC(C)(C)CC2=O)C2C(=O)CC(C)(C)CC2=O)cc1CO	2%
CC(=O)NS(=O)(=O)c1ccc(NC(=O)c2ccc3c(c2)OCO3)cc1	-4%[76.3 µM]
O=C(c1ccccc1)N1CCC(CC2CC(c3ccc(Cl)cc3)=NO2)(C(=O)NCC2CCCCC2)CC1 (centres undefined)	-9%[76.3 µM]
CC(C)Cn1c(-c2cccnc2)nc2c1c(=O)[nH]c(=O)n2CC(C)C	-2%
COc1ccc(-n2ncc3c(NCc4cccnc4)ncnc32)cc1	1%
CN(Cc1ccccc1)C(=O)C1CCN(S(=O)(=O)c2ccc(-n3cnnn3)cc2)CC1	-13%
CC(NC(=O)CCC(=O)NC(C)c1ccccc1)c1ccccc1 (centres undefined)	16%[76.3 µM]
Cc1ccccc1NC(=O)Cc1nnc(SCC(=O)N2CCOCC2)n1C	-3%[76.3 µM]
N=c1c(S(=O)(=O)c2ccc(Br)cc2)cc2c(=O)n3ccccc3nc2n1Cc1ccccc1	-3%[76.3 µM]
Cn1c(CNC(=O)CCNC(=O)c2cccc(F)c2)cc(=O)n(C)c1=O	-3%[76.3 µM]
CNc1nc(-c2c(C)n(C)c3ccc(OC)cc23)cs1	2%
Cc1cc(Br)ccc1OCC(=O)NC1CCCC1	-4%[76.3 µM]
c1ccc2c(c1)nc1n2CCN1CCN1CCCC1	1%
O=[N+]([O-])c1cccc(-c2nn(-c3ccccc3)cc2CO)c1	1%
O=S1(=O)CCO[C@H]2Cc3ccccc3[C@H]2N1Cc1ccccc1F	20%[76.3 µM]
O=C(O)c1cccc(NS(=O)(=O)c2ccc(S(=O)(=O)N3CCOCC3)cc2)c1	-9%[76.3 µM]
Cn1c(/C=C/c2ccc(Br)cc2)c([N+](=O)[O-])c(=O)n(C)c1=O	0%
CCOc1cc(C=O)ccc1OCCn1c([N+](=O)[O-])cnc1C	3%
COc1ccc(O)c(CN2CCC(n3nccc3NC(=O)CCOc3ccccc3)CC2)c1	0%[76.3 µM]
COCCN(CCOC)C(=O)c1ccc(CSc2nc3ccccc3s2)cc1	1%[76.3 µM]
CCCCn1c(=O)c2ccccc2n2c(=S)[nH]nc12	?

Some values from the list.
GAA glycogen mod result of `COc1ccc(S(=O)(=O)N(C)c2ccc(C(=O)NCc3ccncc3)cc2)cc1` is entered as 4%[76.3 µM]
GAA glycogen mod result of `CCOc1ccc(CCNC(=O)Cc2ccc(NC3=NC4CS(=O)(=O)CC4S3)cc2)cc1OCC` (centres undefined) is entered as -6%[76.3 µM]
GAA glycogen mod result of `CC(C)CCNC(=O)CCc1nnc2n(CCCOC(C)C)c(=O)c3ccccc3n12` is entered as -2%

Compound activity deposited in PubChem BioAssay by National Center for Advancing Translational Sciences (NCATS).
